# KCNK3 block = human KCNK3 channel inhibitors, primary screen, CHO cells, FluxOR thallium flux, B-score. Potassium channel subfamily K member 3 (Homo sapiens), O14649. FluxOR fluorescence; hits give low values. B-score at 10 µM. hit rate 0.84% among 340,000. AID 602410, 2012;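 active = B-score under library mean minus 4 SD, starting fluorescence ratio at most library mean plus 5 SD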;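 note: more negative B-score means stronger inhibition of thallium flux through KCNK3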
# Target sequence (O14649 whole entry, looked up): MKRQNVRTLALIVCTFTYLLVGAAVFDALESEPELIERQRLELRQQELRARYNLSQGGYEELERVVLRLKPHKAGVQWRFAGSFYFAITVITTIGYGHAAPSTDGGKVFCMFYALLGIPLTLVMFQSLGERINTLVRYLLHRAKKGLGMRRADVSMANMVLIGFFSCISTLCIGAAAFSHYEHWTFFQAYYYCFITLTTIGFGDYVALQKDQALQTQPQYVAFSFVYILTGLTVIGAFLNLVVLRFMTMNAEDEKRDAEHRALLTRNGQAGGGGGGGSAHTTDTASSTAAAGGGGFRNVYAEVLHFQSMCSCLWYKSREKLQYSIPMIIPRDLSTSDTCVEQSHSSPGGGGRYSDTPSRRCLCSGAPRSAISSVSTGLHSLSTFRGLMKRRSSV
# KCNK9 block = KCNK9 potassium channel inhibitors, primary screen, HEK293 cells, thallium flux. Potassium channel subfamily K member 9 (Homo sapiens), Q9NPC2. FluxOR thallium flux fluorescence; hits give low values. B-score at 10 µM. hit rate 1.2% among 310,000. AID 488922, 2010;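 active = ratio B-score over 3 SD below the library mean, with starting fluorescence within 5 SD of its mean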;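 note: negative B-score means less thallium flux so channel inhibition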
# MrgX1 agonist = agonists of human MrgX1 receptor, primary screen, HEK293 cells, Fluo-4 calcium flux; hit rate 0.44% among 310,000; B-score at 10 µM; Fluo-4 calcium fluorescence, agonist mode; hits give high values; Mas-related G-protein coupled receptor member X1 (Homo sapiens), Q96LB2;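 active = calcium response B-score plate-corrected fluorescence ratio at least 3 library SD, with starting fluorescence B-score inside 5 SD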
# Target sequence (Q96LB2 whole entry, looked up): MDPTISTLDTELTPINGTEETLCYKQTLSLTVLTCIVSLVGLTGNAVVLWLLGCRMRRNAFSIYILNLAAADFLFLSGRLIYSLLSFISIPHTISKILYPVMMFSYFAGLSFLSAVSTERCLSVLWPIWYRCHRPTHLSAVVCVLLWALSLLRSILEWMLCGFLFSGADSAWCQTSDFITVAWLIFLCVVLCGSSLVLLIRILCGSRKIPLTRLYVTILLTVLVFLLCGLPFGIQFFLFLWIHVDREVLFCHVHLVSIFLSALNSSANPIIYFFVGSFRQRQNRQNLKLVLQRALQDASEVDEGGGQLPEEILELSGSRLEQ
#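 System: HEK293 cells stably expressing human MrgX1 receptor; Dosing: test compound in the initial addition of three; Schedule: overnight plating, then 30 min 37 °C plus 30 min room-temperature dye loading; Detection: kinetic calcium dye fluorescence, Fluo-4 NW; Controls: per-plate positive and negative controls for Z′ factor.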
# KCNQ1 act = potentiators or activators of KCNQ1 channel, primary screen, cell-based, thallium flux, high-throughput; B-score at 10 µM; CHO-K1 KCNQ1, thallium flux FluxOR fluorescence; hits give high values; Potassium voltage-gated channel subfamily KQT member 1 (Homo sapiens), P51787; hit rate 0.35% among 310,000;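 active = fluorescence ratio B-score, a plate-corrected score, at least three library SD, with initial intensity B-score within 5 SD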
#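 assay system = KCNQ1-transfected CHO-K1 cells | medium = assay buffer with matched DMSO | probe or stimulus = depolarizing K+/Tl+ stimulus, K2SO4 and Tl2SO4 each 12.5 mM in 5x stock | dosing = single dose | incubation = dye 90 min, compound 20 min, room temperature | detection = kinetic FluxOR fluorescence, 10 s baseline plus 110 s post-stimulus | evaluation = ratio B score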
# ANO1 block = TMEM16A chloride channel inhibitors, primary screen, cell-based, HTS; normalized B-score (activity score, 25-100; higher = stronger inhibition) at 10 µM; HEK293 TMEM16A/YFP iodide influx fluorescence, ionomycin; hit rate 1.2% among 310,000; Anoctamin-1 (Mus musculus), Q8BHY3;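 active = ratio plate-corrected score three or more library SD toward inhibition, starting fluorescence score within five deviations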;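 note: score derived from kinetic fluorescence span divided by baseline fluorescence per well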
# KCNQ1 block = inhibitors of human KCNQ1 channel, primary screen, cell-based, thallium flux, high-throughput; Potassium voltage-gated channel subfamily KQT member 1 (Homo sapiens), P51787; CHO-K1 KCNQ1, FluxOR thallium flux fluorescence; hits give high values; B-score at 10 µM; hit rate 1.3% among 310,000; AID 2642, 2010;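 active = compounds whose thallium flux B-score, printed positive for inhibition, exceeds three library SD while starting fluorescence stays within three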;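 note: channel opened by potassium depolarization with thallium stimulus after 20 min compound exposure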
# hERG protect = hERG rescue from dofetilide block, primary screen, cell-based, CHO-hERG, FluxOR thallium flux, dofetilide IC70. hit rate 0.51% among 310,000. activation (rescue from dofetilide block), less the hit threshold, % at 10 µM. Voltage-gated inwardly rectifying potassium channel KCNH2 (Homo sapiens), Q12809. dofetilide IC70 present. AID 1511, 2009;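 active = activation above the mean of controls blocked by dofetilide plus 5 SD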;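 note: thallium influx through hERG after potassium depolarization seen as dye fluorescence rise; in these data hits start at about 4.7%; inactives centre near -7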
# RGS4 block = RGS4 inhibitors, primary screen, cell-based, HEK293 M3R inducible RGS4, calcium flux; Regulator of G-protein signaling 4 (Homo sapiens), P49798; Fluo-4 calcium flux; hits give high values; triggered by carbachol at its EC20; B-score at 10 µM; hit rate 0.45% among 310,000;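 active = B-score, a plate-corrected calcium signal, over three deviations above library mean, with baseline fluorescence within five deviations of library mean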;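 note: RGS4 expression induced by doxycycline in cells with stable M3 receptor; B-score is computed from the integrated fluorescence ratio over baseline after carbachol; higher B-score means a larger calcium signal and so more RGS4 inhibition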
# Target sequence (P49798 whole entry, looked up): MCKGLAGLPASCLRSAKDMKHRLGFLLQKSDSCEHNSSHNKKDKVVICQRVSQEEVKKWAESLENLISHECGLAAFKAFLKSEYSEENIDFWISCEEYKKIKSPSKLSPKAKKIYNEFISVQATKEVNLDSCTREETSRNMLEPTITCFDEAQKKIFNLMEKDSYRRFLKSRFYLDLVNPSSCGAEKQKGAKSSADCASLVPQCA
# TMEM16A act = TMEM16A chloride channel activators or potentiators, primary screen, cell-based, HTS | B-score at 10 µM | Anoctamin-1 (Mus musculus), Q8BHY3 | HEK293 TMEM16A/YFP-H148Q/I152L, iodide quench fluorescence; hits give low values | hit rate 0.3% among 340,000;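 active = fluorescence-ratio B-score plate-corrected deviation score at least 3 library SD below zero, with starting fluorescence score within 5 deviations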;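 note: channel opened by trigger with iodide after compound preincubation; score built on the fluorescence ratio of max minus min over baseline; more negative score means more quench and so TMEM16A activation or potentiation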
# RGS4 act = RGS4 potentiators or activators, primary screen, cell-based, HEK293 M3R inducible RGS4, calcium flux; B-score at 10 µM; carbachol calcium flux Fluo4; hits give low values; hit rate 0.92% among 310,000;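 active = B-score of the integrated calcium signal more than 4 SD below the library mean, with starting fluorescence not abnormally high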;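 note: negative B-score means reduced calcium response which marks RGS4 activation or potentiation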
#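 System: HEK293 FlpIn-TREx cells, stable M3R, doxycycline-inducible RGS4. Timing: overnight RGS4 induction, 30 min dye load 37 °C, 20 min compound RT. Also added: carbachol, ECmax concentration. Measured by: Fluo4 fluorescence kinetic imaging of calcium. Evaluation: integrated calcium ratio converted to B score.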
# MrgX1 PAM = positive allosteric modulators of MrgX1, primary screen, HEK293 cells, Fluo-4 calcium flux | FDSS; hits give high values | Mas-related G-protein coupled receptor member X1 (Homo sapiens), Q96LB2 | hit rate 0.63% among 310,000 | B-score at 10 µM;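 active = plate-corrected calcium response at least 3 library SD above typical, normal starting fluorescence, not activating the receptor alone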;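 note: compound read alongside a low EC10 to EC30 dose of BAM8-22 agonist; peak minus trough fluorescence over baseline measured at the second addition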
# An asterisk follows results filed as active; i = inactive; . = no result given. Not a hit list. Share with any hit: about 6.3%.
SMILES,KCNK3 block,KCNK9 block,MrgX1 agonist,KCNQ1 act,ANO1 block,KCNQ1 block,hERG protect,RGS4 block,TMEM16A act,RGS4 act,MrgX1 PAM
CCCC(=O)Nc1c2c(nc3ccccc13)N(c1ccccc1)CC2,-9.3*,i,i,i,i,i,-3,i,i,i,i
CC(NC(=O)/C(C#N)=C/c1cn(-c2ccccc2)nc1-c1ccc(F)cc1)c1ccccc1 (stereo not drawn),i,i,i,i,i,i,-6,i,i,i,i
Cc1[nH]c(=O)[nH]c(=O)c1CSc1nnc([C@@H](NC(=O)OC(C)(C)C)C(C)C)o1,i,i,i,i,i,i,-10,i,i,i,i
CN(C)c1ccc(P(=O)(OCc2ccccc2)C(O)c2ccncc2)cc1 (stereo not drawn),i,i,i,i,25*,i,-8,i,i,i,i
O=C(NCCNC(=O)c1cnccn1)c1cccc(Cl)c1,i,i,i,i,i,i,-5,i,i,i,i
COc1cccc(N/C(SCc2cccc([N+](=O)[O-])c2)=C(/C#N)C(N)=O)c1,i,i,i,i,i,i,-9,i,i,i,i
O=C(Cn1nnc2ccccc2c1=O)N[C@@H](Cc1ccccc1)C(=O)O,i,i,i,i,i,i,-11,i,i,i,i
O=C(Nc1ccccc1O)c1cccc(S(=O)(=O)N2CCOCC2)c1,i,i,i,i,i,i,-4,i,i,i,i
CN1CCC(OC(=O)c2cccc(Br)c2)CC1,i,i,i,i,i,i,-6,i,i,i,i
O=C(NC1CCCC1)C(=O)N(Cc1cccnc1)C(C(=O)NC1CCCC1)c1ccco1 (stereo not drawn),i,i,i,i,i,i,1,i,i,i,i
C/C(=N/OCC(=O)NCCCCCCNC(=O)CO/N=C(/C)c1cccs1)c1cccs1,i,i,i,i,i,i,-5,i,i,i,i
O=C(Nc1ccon1)Nc1ccc(Cl)cc1Cl,i,i,i,i,i,i,-2,i,i,i,i
CCOc1cc(/C=C2\SC(N)=NC2=O)ccc1O,i,i,i,i,i,i,-3,i,i,i,i
CCc1c(C#N)c(=O)[nH]c(=O)n1-c1ccccc1,i,i,i,i,i,i,-14,i,i,i,i
CCOC(=O)CCc1c(C)c2ccc(OC(C)C(=O)OCC)c(C)c2oc1=O (stereo not drawn),i,i,i,i,100*,i,-20,i,i,i,i
O=C(CSC1=NCCS1)NC1CCCCC1,i,i,i,i,i,i,-6,i,i,i,i
Cc1ccc(C(=O)Nc2ncc(C)s2)s1,i,i,i,i,i,i,-3,i,i,i,i
O=c1nc2c(-c3ccccc3F)n[nH]n2c2ccccc12,i,i,i,i,i,i,-11,i,i,i,i
CCOC(=O)Cc1cnc(NC(=O)CSc2nc(C)c(CC)c(=O)[nH]2)s1,i,i,i,i,i,i,-13,i,i,i,i
CCCNC(=O)c1cccc(C(F)(F)F)c1,i,i,i,i,i,i,-9,i,i,i,i
CC1CC(OCC(O)CN2CCN(Cc3ccccc3)CC2)CC(C)(C)C1 (stereo not drawn),i,i,i,i,i,i,-7,i,i,i,i
CC(C)(C)CN1CCNC[C@H]1Cc1ccc(O)cc1,i,i,i,i,i,i,-11,i,i,i,i
Cc1ccc(C)c(C(C)NC(=O)C2CCCO2)c1 (stereo not drawn),i,i,i,i,i,i,-7,i,i,i,i
Nc1c(Cl)cc(Cl)cc1C(=O)OCC(=O)N1CCCC1=O,i,i,i,i,i,i,-12,i,i,i,i
COc1cc(C(=O)NCCCc2nc3ccccc3n2Cc2cc(C)ccc2C)cc(OC)c1OC,i,i,i,i,i,i,-9,i,i,i,i
CCN(CC)CC(O)Cn1c(-c2cccc(Cl)c2)nc2cc(C)c(C)cc21 (stereo not drawn),i,i,i,i,i,i,-2,i,i,i,i
CCc1nccn1C(=O)c1cnn2c(C(F)F)cc(-c3ccc(C)cc3)nc12,i,i,i,i,i,i,-5,i,i,i,i
CCN1CCCC1CNC(=O)c1ccc(Sc2ccc(F)cc2)c([N+](=O)[O-])c1 (stereo not drawn),i,i,i,i,i,i,-5,i,i,-9.9*,i
COc1ccccc1C(=O)Nc1c2c(nn1-c1cccc(C)c1C)CS(=O)C2 (stereo not drawn),i,i,i,i,i,i,-7,i,i,i,i
O=C(Nc1ncc2c(n1)-c1ccccc1CC2)c1cccc(Cl)c1,i,i,i,i,i,i,-14,i,i,i,i
CC1CCCC(C)N1C(=O)COC(=O)Cn1cnc2c1c(=O)n(C)c(=O)n2C (stereo not drawn),i,i,i,i,i,i,-14,i,i,i,i
C=CCSc1nnc(-c2cnn(-c3ccccc3)c2-n2cccc2)n1C,i,i,i,i,i,i,-1,i,i,i,i
Cc1ccc(S(=O)(=O)Cc2ccc(C(=O)N3CCCC3)o2)cc1,i,i,i,i,i,i,-1,i,i,i,i
CCOC(=O)c1ccc(CNC(=O)c2n[nH]c(=O)c3ccccc23)o1,i,i,i,i,i,i,-4,i,i,i,i
O=C(CO/N=C/c1ccccc1O)NNC(=O)c1ccccc1Cl,i,i,i,i,i,i,-6,i,i,i,i
O=S(=O)(Cc1ccccc1)N(O)c1ccccc1,i,i,i,i,i,i,-7,i,i,i,i
NC1=NC(=O)C(Cc2cccc(Cl)c2Cl)S1 (stereo not drawn),i,i,i,i,i,i,-4,i,i,i,i
Cc1ccc(NC(=O)Cc2nnc(SCC(=O)c3ccc(Br)cc3)n2C)cc1,i,i,i,i,i,i,-7,i,i,i,i
COc1cccc(C(=O)NC2=NCCS2)c1,i,i,i,i,i,i,-9,i,i,i,i
Cn1cc(Br)c(C(=O)NC(=S)Nc2ccc(S(N)(=O)=O)cc2)n1,i,i,i,i,i,i,-5,i,-6.4*,i,i
O=C(Nc1c(Cl)cccc1Cl)c1cc(-c2ccco2)on1,i,i,i,i,i,i,-10,i,i,i,i
CC(C)OC(=O)Nc1ccc(Oc2c(F)c(F)c(F)c(F)c2F)cc1,i,i,i,i,i,i,-4,i,i,i,i
Cc1ccc(NC(=O)C(C)OC(=O)c2ccc(NC(=O)CC#N)cc2)cc1S(=O)(=O)N1CCOCC1 (stereo not drawn),i,i,i,i,i,i,-13,i,i,i,i
Cc1noc(C)c1CSc1nnc2cc(C)c3ccccc3n12,.,i,i,i,i,i,-9,i,.,i,i
Cc1ccccc1C(=O)NC1CCN(CC(=O)NCc2ccccc2)CC1,i,i,i,i,i,i,-2,i,i,i,i
CCCc1nc(N2CCCC2)c(C#N)c2c1CCCC2,i,i,i,i,i,i,-11,i,i,i,i
CCOC(=O)C1CCCN(C(=O)c2c(-c3ccccc3Cl)noc2C)C1 (stereo not drawn),i,i,i,i,i,i,-3,i,i,i,i
CSc1ccc(NC(=O)Nc2cccn(Cc3ccccc3F)c2=O)cc1,i,i,i,i,i,i,-23,i,i,i,i
CC(NC(=O)CCCCCCN1C(=O)c2ccccc2C1=O)c1ccc2c(c1)CCCC2 (stereo not drawn),i,i,i,i,i,i,-4,i,i,i,i
O=c1[nH]c(C2CCN(S(=O)(=O)c3ccc(C(F)(F)F)cc3)CC2)nc2c1nnn2Cc1ccccc1,i,i,i,i,i,i,-5,i,i,i,i
Cc1ccc(S(=O)(=O)Nc2nccs2)cc1[N+](=O)[O-],i,i,i,i,i,i,-5,i,i,i,i
CC(NS(=O)(=O)c1ccc(NC(=O)N2CCCCC2)cc1)c1ccccc1 (stereo not drawn),i,i,i,i,i,i,-12,i,i,i,i
Cc1ccc(NC(=O)C2CCN(S(=O)(=O)c3ccc4c(c3)oc(=O)n4C)CC2)cc1,i,i,i,i,i,i,-11,i,i,i,i
COC(=O)CN1C(=S)N(Cc2ccccc2)C(=O)C1CC(=O)Nc1ccc(Br)cc1 (stereo not drawn),i,i,i,i,i,i,-13,i,i,i,i
CC(C)(C)c1cc2ncnc(N3CCCCC3)c2s1,i,i,i,i,i,i,-6,i,i,i,i
CC1CCN(S(=O)(=O)c2ccc3c(c2)c(=O)c(C(=O)NC2CCCC2)cn3C)CC1,i,i,i,i,i,i,-12,i,i,i,i
Nc1nc(C23CC4CC(CC(Cl)(C4)C2)C3)cs1,i,i,i,i,i,i,-3,i,i,i,i
Cn1c(C(=O)NCC2CCCO2)cc2c(=O)n(C)c3ccccc3c21 (stereo not drawn),i,i,i,i,i,i,-11,i,i,i,i
O=c1oc2ccccc2c(O)c1CN1CCCCC1,i,i,i,i,i,i,-17,i,i,i,i
Fc1cccc(-c2cc3nc4c(c(NCc5ccco5)n3n2)CCCC4)c1,i,-10*,i,i,i,i,-14,i,i,-8.1*,i
# (list continues)
SMILES,KCNK3 block,KCNK9 block,MrgX1 agonist,KCNQ1 act,ANO1 block,KCNQ1 block,hERG protect,RGS4 block,TMEM16A act,RGS4 act,MrgX1 PAM
CCNC(=S)N(Cc1ccco1)Cc1cc2cc(OCC)ccc2[nH]c1=O,i,i,i,i,i,i,-8,i,i,i,i
COc1ccccc1C(=O)Nc1ccc(C(=O)N2CCCCC2)cc1,i,i,i,i,i,i,-7,i,i,i,i
N/C(=N\OC(=O)c1ccc(OCC(F)(F)F)nc1)c1ccc(Cl)cc1,i,i,i,i,i,i,-7,i,i,i,i
O=C(COC(=O)CSc1ccc(F)cc1)NNC(=O)c1ccc([N+](=O)[O-])cc1,i,i,i,i,i,i,-15,i,i,i,i
CCOc1ccc(NC(=O)NC(=O)N(C)S(=O)(=O)c2ccc(C)cc2)cc1,i,i,i,i,i,i,-9,i,i,i,i
